Screens deposited in PubChem by several laboratories.
UTI89 phage lysis = inhibition of K1F phage lysis, E. coli UTI89, bacterial capsule biogenesis inhibitors, alamar blue (AID 488966); E. coli UTI89 K1F phage lysis, alamar blue, 2 h; higher % means a stronger effect; one-dose inhibition, % at 100 µM; IC50 in µM for titrated hits; 340,000 tested, 0.02% active;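 active means phage lysis inhibition, versus mean bacterial control, above a set limit; inconclusive means no clear call, values can overlap the other calls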;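 further: capsule biogenesis inhibitors block K1F phage lysis so surviving cells raise fluorescence; higher fluorescence means more inhibition of phage lysis; actives were called in the ten point dose series up to 300 µM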
WT yeast gro inh = growth inhibition of WT strain, primary screen, mitochondrial fusion inhibitor project, WT and mutant strains, chemical genetic; 190,000 tested, 2.1% active; inhibition, % at 10 µM; mitochondrial fusion phenotypic screen; AID 1362, 2008; in the data active means inhibition above about 58%; tested in S. cerevisiae
XIAP antagonists = XIAP antagonists, biochemical, IAP family, fluorescence polarization (AID 1018) | E3 ubiquitin-protein ligase XIAP (Homo sapiens) | XIAP BIR domain, fluorescence polarization peptide displacement; higher % means a stronger effect | displacement, % at 20 µM, or IC50 in µM where a hit was titrated | 200,000 tested, 0.007% active; in the data active means displacement above about 50%; further: a part of the inactive calls stands beside numbers as strong as those of hits
RSV CPE inhibition = RSV antiviral activity via CPE protection, HEp-2 cells, primary 10 µM value included (AID 2391) | HEp-2 cells, RSV-induced CPE inhibition; higher % means a stronger effect | CPE inhibition, % at 10 µM, or IC50 in µM where a hit was titrated | 310,000 tested, 0.13% active; in the data active means a potency from the dose series; inconclusive means CPE inhibition mostly from about 23% at the one dose, without a potency; inactive means the rest, 99 in 100 with CPE inhibition below about 21%; further: strong numbers were not always called active
CSM14.1 death rescue = rescue of cells from ER stress-induced death, primary screen, 384-well, CSM14.1, thapsigargin, ATP luminescence (AID 1222); CSM14.1 thapsigargin-induced death rescue, ATP luminescence; higher % means a stronger effect; one-dose cellular ATP content (survival), % at 20 µM; EC50 in µM for titrated hits; 190,000 tested, under 10 active;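 active means EC50 below 50 µM in the dose-response confirmation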;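 further: death triggered by thapsigargin at about 15 µM added after 2 h compound pretreatment; cell ATP read after overnight thapsigargin exposure of roughly 18 to 22 hours; normalized against plate controls of thapsigargin alone and 5% DMSO vehicle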
West Nile virus CPE = West Nile virus antiviral activity, cell-based, CPE readout (AID 1621); West Nile virus-infected cells, CPE inhibition; higher % means a stronger effect; one-dose CPE inhibition, % at 10 µM; IC50 in µM for titrated hits; 290,000 tested, 0.02% active; in the data active means a potency from the dose series; inconclusive means CPE inhibition mostly from about 3.7% at the one dose, without a potency; inactive means the rest, 99 in 100 with CPE inhibition below about 2.2%; further: strong numbers were not always called active
Yfh1-depleted yeast = enhancers of respiration in Yfh1-depleted yeast, dose response, Friedreich's ataxia, plus single-dose screen (AID 1465) | one-dose fold induction at 50 µM; EC50 in µM for titrated hits | 220,000 tested, 0.074% active | S. cerevisiae Yfh1-off respiration, WST-1 reduction, 72 h; higher fold induction means a stronger effect;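 active means fold induction of absorbance versus untreated yeast above a set limit, then at least 30% activation at any dose in follow-up; inconclusive means repeats straddling the limit, or above it without dose testing; inactive means fold induction below the set limit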;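 further: activators that raise dye reduction in frataxin-depleted yeast; strong numbers were not always called active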
NS5 inhibitors = Dengue-2 NS5 methyltransferase inhibitors, primary screen, biochemical, confirmation dose response (AID 588689); Genome polyprotein (Dengue virus type 2 (strain 16681-PDK53)); 340,000 tested, 0.3% active; inhibition, % at 25 µM, or IC50 in µM where a hit was titrated; Dengue-2 NS5 methyltransferase capping enzyme assay, biochemical; higher % means a stronger effect; in the data active means a potency from the dose series; inconclusive means inhibition above about 29% without an active follow-up result
Large T inhibition = SV40 large T antigen inhibitors, biochemical (AID 1903); SV40 large T antigen ATPase/helicase inhibition assay; higher % means a stronger effect; inhibition, % at 20 µM; hits with a dose series show IC50 in µM; 310,000 tested, 0.39% active; in the data active means a potency from the dose series; inconclusive means inhibition mostly from about 32% at the one dose, without a potency; inactive means the rest, 99 in 100 with inhibition below about 32%; further: strong numbers were not always called active
WT yeast gro inh mutant strain = second read-out of WT yeast gro inh, no call of its own (marks repeat the call); inhibition, %; mitochondrial fusion phenotypic screen, mutant strain inhibition
NS5 inhibitors pilot replicate = recorded beside NS5 inhibitors, whose call it bears; inhibition, %; measured here: pilot screen replicate inhibition
An asterisk follows results filed as active; i = inactive; ? = inconclusive; . = not tested or not shown; [ ] = dose if it differs, or a comment.

SMILES	UTI89 phage lysis	WT yeast gro inh	WT yeast gro inh mutant strain	XIAP antagonists	RSV CPE inhibition	CSM14.1 death rescue	West Nile virus CPE	Yfh1-depleted yeast	NS5 inhibitors	Large T inhibition	others
Cc1ccc(NC(=O)c2ccccc2)s1	2.1%	30	33	-0.7%	-0.2%	.	-0.4%	i	0%	2%	NS5 inhibitors pilot replicate=-2.4
CCC(c1nnnn1CC1CCCO1)N(CCCO)Cc1cc2cccc(C)c2[nH]c1=O (stereo not drawn)	-1.4%	-16	-16	-3.3%	2.7%	-0.5%	0.5%	i	12%	9%	NS5 inhibitors pilot replicate=-0.3
COc1ccc(-c2csc(N(CCCN3CCOCC3)C(=O)c3ccco3)n2)cc1	0.0%	12	43	-3.6%	-1.2%	-1.9%	0.0%	i	0%	3%
N=c1c(C(=O)NCCc2ccccc2)cc2c(=O)n3ccccc3nc2n1Cc1ccco1	-0.9%	.	.	.	3.5%	.	-0.9%	.	12%	21%
S=C(NCc1ccncc1)NC1CCCCC1	0.2%	6	16	-4.2%	2.3%	-0.7%	-0.3%	i	-5%	8%
NC(=O)c1cc(-c2ccncc2)nc2ccc(Cl)cc12	-0.2%	-6	4	-8.7%	2.0%	0.2%	-0.1%	i	-3%	6%
COc1ccc(C(=O)Nc2ccc(N3CCN(C)CC3)cc2)cc1	0.3%	.	.	.	-1.0%	.	0.2%	.	1%	6%	NS5 inhibitors pilot replicate=-3.1
COC(=O)c1ccc(N)nc1	1.4%	-6	-7	-6.5%	4.1%	0.4%	0.4%	i	-12%	23%
Cc1ccc(CNC(=O)c2ccc(N(C)S(=O)(=O)c3ccccc3)cc2)cc1	-0.2%	.	.	.	10%	.	0.2%	.	-2%	8%
COc1ccc(CN2C[C@H](C)[C@@H](CC(=O)NCc3ccccc3)C2=O)cc1	3.4%	.	.	.	3.1%	.	-0.4%	.	-2%	9%
CC(=O)CCSc1ncnc2sc(-c3ccccc3)cc12	0.0%	.	.	.	-0.4%	.	0.0%	.	-7%	2%
CCCCn1ccnc1C(=O)c1cccc(S(=O)(=O)N2CC(C)CC(C)C2)c1 (stereo not drawn)	0.1%	20	-2	-3.6%	6.0%	3.0%	0.9%	i	-5%	9%
CCC1(C)Cc2ccccc2C(=O)N1 (stereo not drawn)	6.4%	.	.	.	.	.	-0.1%	i	2%	4%
O=C(CSc1nnc(Cc2ccccc2)n1-c1ccccc1)N1CCOCC1	0.2%	-10	-6	-2.0%	-0.2%	1.3%	-0.5%	i	-5%	12%	NS5 inhibitors pilot replicate=-1.4
O=C1c2ccccc2C(=O)N1CCSc1ccccc1	0.5%	-38	-13	-3.4%	3.2%	0.0%	-0.6%	i	-9%	7%	NS5 inhibitors pilot replicate=-9.1
CCOCCCn1cnc2c(c1=O)c1nc3ccccc3nc1n2-c1ccc(C)cc1	1.1%	0	3	-7.1%	.	-1.8%	0.2%	i	0%	-5%
O=C(NCc1ccccc1)c1cccnc1Sc1ccccc1	1.3%	.	.	.	1.7%	.	0.1%	.	-8%	3%
COc1ccc(CNc2ccc3c(c2)nc(C)n3C)cc1	-0.2%	17	26	-7.4%	0.7%	-1.6%	0.6%	i	6%	30%
CSc1ccc(-c2sc(Nc3cccc4ccccc34)n[n+]2-c2ccccc2)cc1	0.1%	.	.	.	3.6%	.	0.6%	.	44µM*	29%
Cc1ccc(C)c(C(=O)CSc2nnnn2-c2cccnc2)c1	1.4%	-5	-1	-4.4%	1.0%	-0.6%	-0.3%	i	-5%	-1%
Cc1cc(C(=O)CN2C(=O)c3ccccc3S2(=O)=O)c(C)n1CC1CCCO1 (stereo not drawn)	0.7%	-4	-23	-4.6%	1.9%	-6.6%	-0.4%	i	-2%	8%
Cc1cc(S(=O)(=O)N2CCOCC2)ccc1OCC(=O)Nc1ccc(F)c(Cl)c1	-0.3%	.	.	.	2.4%	.	0.7%	.	-4%	6%
COc1ccc(Br)c(C(=O)Nc2nc3ccccc3[nH]2)c1	0.3%	.	.	.	1.6%	.	0.2%	.	2%	-2%
OC[C@@H](O)[C@@H](O[C@@H]1O[C@H](CO)[C@H](O)[C@H](O)[C@H]1O)[C@H](O)[C@@H](O)CO	2.5%	.	.	.	-0.5%	.	0.2%	i	-1%	15%
CCOC(=O)c1ccc(OS(=O)(=O)c2ccccc2)c(OC)c1	1.8%[50 µM]	18	9	-15%	1.9%	1.4%	-1.1%	i	0%	-4%
Cc1ccc(S(=O)(=O)N2CCOCC2)cc1C(=O)OCC(=O)NC1CCS(=O)(=O)C1 (stereo not drawn)	1.8%	-15	-3	-10%	1.3%	-2.6%	0.3%	i	-2%	7%
C=CCNC(=O)CSc1nc2scc(-c3ccco3)c2c(=O)n1CC=C	-0.2%	.	.	.	0.9%	.	0.0%	i	-8%	25%
CCN(CCCNC(=O)C1CCN(C(=O)c2cc3sccc3n2C)CC1)Cc1ccccc1	0.3%	.	.	.	-1.1%	.	-0.2%	.	6%	5%
CO/N=C\CC(=O)Nc1ccc(Cl)c(Cl)c1	-1.1%	14	14	-19%	3.8%	-2.3%	-0.3%	i	-4%	9%
COCC(=O)N1CCN(c2nc3ccccc3o2)CC1	0.6%	-16	-8	-4.7%	1.6%	0.7%	-0.3%	i	-7%	-1%
CCOC(=O)Cn1c(CN(C)Cc2ccccc2)nc2c1c(=O)n(C)c(=O)n2C	0.0%	4	3	.	1.1%	.	-0.4%	i	1%	.
CCn1c(SCC(=O)c2ccc3ccccc3c2)nnc1-c1ccco1	0.0%	11	8	-5.6%	1.6%	-0.3%	-0.2%	i	-19%	8%
Cn1cccc1Cc1nnc(SCC(=O)NCc2ccco2)n1CCc1ccccc1	9.6%	9	10	0.2%	.	-1.7%	0.8%	i	-10%	7%
O=[N+]([O-])c1cc(C(F)(F)F)cc([N+](=O)[O-])c1Sc1n[nH]c(C(F)(F)F)n1	0.3%	.	.	.	-0.1%	.	-0.1%	i	12%	32%
COc1cc(CCc2ccc3c(c2)OCO3)oc(=O)c1	12%	.	.	.	1.1%	.	0.1%	i	1%	-5%
CCOc1c2ccc(C(=O)NCc3ccc4c(c3)OCO4)cc2nn1CCOC	0.6%	-19	-2	-2.1%	1.0%	2.5%	-0.3%	i	0%	1%
CCOc1ccccc1/C=N/OCC(=O)NCc1ccc(F)cc1	-0.2%	-11	0	-4.1%	3.1%	0.2%	-0.4%	i	-6%	8%
COc1cccc(NC(=O)C(=O)c2cn(CC(=O)N3CCOCC3)c3ccccc23)c1	0.0%	.	.	.	2.9%	.	0.2%	.	1%	-2%
CCOC(=O)c1c(NC(=O)C(=O)N/N=C/c2ccc(O)c(OC)c2)sc2c1CCCCC2	0.6%[50 µM]	14	-9	-2.3%	11%	3.6%	-1.5%	i	4%	9%
Cc1cc(C(=O)CN(Cc2ccc(F)cc2)S(=O)(=O)c2ccc3c(c2)OCCO3)c(C)n1C	0.3%	10	-6	-16%	?	-0.7%	-0.9%	i	-7%	16%	NS5 inhibitors pilot replicate=-1.4
C(=N\n1cnnc1)/c1ccc(N2CCOCC2)cc1	-0.4%	3	6	-0.6%	1.5%	-1.5%	.	i	2%	-3%
CCc1ccc(C(=O)COC(=O)c2n[nH]c3ccccc23)cc1	0.3%	11	-15	-5.2%	21%	0.3%	-0.5%	i	-4%	2%
C=CCn1c(C(C)C)nc2ccccc21	0.6%	-1	12	-0.1%	-2.2%	-0.8%	0.1%	i	-5%	7%
Cc1cc(NC(=O)CCC(=O)N(CC(=O)NCC2CCCO2)c2ccccc2C)no1 (stereo not drawn)	3.4%	-10	9	-3.2%	1.4%	-1.2%	0.0%	i	-4%	23%
Cc1nnsc1-c1c(C(=O)N2CCOCC2)c(C)nn1-c1ccccc1	2.8%	.	.	.	.	.	0.2%	i	0%	4%
COC(=O)c1c(NC(=O)CN2CCN(C(=O)c3ccco3)CC2)c2cc(C)ccc2n1C	-0.2%	1	30	-0.3%	3.5%	1.5%	1.3%	i	-2%	12%
CC1CCCCN1Cc1c(O)ccc2c(=O)c(-c3nc4ccccc4s3)c(N)oc12 (stereo not drawn)	0.2%	-3	-5	-10%	15%	-3.0%	1.6%	i	-1%	9%
Cc1cccnc1NC(=O)Nc1ccc(Cl)cc1	-0.7%	.	.	.	2.7%	.	-1.0%	.	-7%	8%
Cc1c(Cl)cccc1NC(=S)NCC1COc2ccccc2O1 (stereo not drawn)	1.3%	59*	59*	-5.8%	17%	-0.3%	-1.1%	i	-7%	7%
Cc1c(C#N)c(O)n(CCO)c(=O)c1N=Nc1ccccc1	0.1%	.	.	.	3.9%	.	-0.1%	i	2%	9%
CO/N=C/c1cccn1-c1nccc(OC)c1C#N	.	-9	6	-1.1%	2.6%	1.3%	-0.2%	i	.	0%
CCc1ccc(-c2ccc(SCC(=O)Nc3nnc(C)s3)nn2)cc1	0.5%	-12	-9	-4.6%	2.1%	-3.3%	1.6%	i	-7%	8%
O=C(CN1CCCCCC1)Nc1ccccc1C(=O)Nc1ccccc1	1.0%[50 µM]	.	.	.	-0.8%	.	.	.	-1%	7%
C=CCNC(=O)N1c2ccccc2Sc2ccccc21	0.0%	.	.	.	-0.1%	.	-1.2%	.	-4%	12%
CC(C)(C)c1cc(NC(=O)COC(=O)c2ccc3c(=O)n4c(nc3c2)CCC4)n(-c2ccccc2)n1	-0.7%	17	12	-9.2%	0.4%	-1.2%	0.1%	i	-8%	1%
COc1ccc(C(=O)C2CCCN(C(=O)c3cc4nc(C)cc(C)n4n3)C2)cc1F (stereo not drawn)	-1.4%	-13	3	-4.4%	-2.6%	-2.3%	-0.3%	i	0%	23%
Cc1ccc(S(=O)(=O)N2CCC(C)CC2)c([N+](=O)[O-])c1	.	-8	-7	0.2%	1.5%	-0.2%	-0.5%	i	.	5%
Cc1ccc2c(c1)c1nc3ccccc3nc1n2CCN1CCOCC1	1.2%	8	10	1.2%	0.3%	2.0%	0.6%	i	5%	11%
CCc1ccccc1S(=O)(=O)c1c(C)cc(C)nc1Cl	-0.2%	.	.	.	9.7%	.	-1.5%	.	0%	-3%

Not a retest: entries from further up.
SMILES	UTI89 phage lysis	WT yeast gro inh	WT yeast gro inh mutant strain	XIAP antagonists	RSV CPE inhibition	CSM14.1 death rescue	West Nile virus CPE	Yfh1-depleted yeast	NS5 inhibitors	Large T inhibition	others
Cc1c(Cl)cccc1NC(=S)NCC1COc2ccccc2O1 (stereo not drawn)	1.3%	59*	59*	-5.8%	17%	-0.3%	-1.1%	i	-7%	7%
Cc1c(C#N)c(O)n(CCO)c(=O)c1N=Nc1ccccc1	0.1%	.	.	.	3.9%	.	-0.1%	i	2%	9%
